FEN1 inh: blocks human flap endonuclease 1. P39748. Recombinant FEN1 flap cleavage, fluorescence, 15 min. Potency, µM (highest dose often 114 µM), for the others: at the top dose activity change, negative = inhibition, most hits filed as inhibitors. 390,000 compounds, 0.35% hits; also: nearly all actives have a fitted effect of over 65% in size
Target sequence (P39748 whole entry, looked up): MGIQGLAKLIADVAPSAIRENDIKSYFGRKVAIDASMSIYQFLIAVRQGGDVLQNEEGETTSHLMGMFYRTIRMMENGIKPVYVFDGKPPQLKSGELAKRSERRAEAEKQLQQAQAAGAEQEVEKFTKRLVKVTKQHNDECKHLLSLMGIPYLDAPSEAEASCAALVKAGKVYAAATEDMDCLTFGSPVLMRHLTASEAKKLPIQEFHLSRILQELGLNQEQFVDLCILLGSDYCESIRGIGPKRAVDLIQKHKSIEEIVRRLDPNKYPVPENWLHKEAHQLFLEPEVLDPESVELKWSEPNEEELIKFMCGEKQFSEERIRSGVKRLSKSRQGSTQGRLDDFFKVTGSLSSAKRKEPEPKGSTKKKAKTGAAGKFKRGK
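In this screen, 50 nM flap DNA substrate was added to 10 nM FEN1 pretreated with compound for 15 min at room temperature; cleavage was followed with reads at 0 and 15 min, and Hill fitting gave concentration–response parameters.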
TDP1 cell CPT: growth inhibition of DT40 Tdp1-/-;hTDP1 cells with camptothecin (screen for TDP1 inhibitors); chicken DT40 Tdp1-/-;hTDP1 cells + 20 nM CPT, ATP luminescence, 48 h; AID 686979; Potency, µM (highest dose often 46.2 µM), for the others: at the highest dose activity change, negative = growth inhibition, most hits filed as inhibitors; 420,000 compounds, 12% hits; also: nearly all actives have a fitted effect of over 55% in size
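Chicken DT40 Tdp1-/- cells complemented with human TDP1, 400 cells/well, exposed to compounds plus 20 nM camptothecin for at least 48 h at 37 C; viability read as ATP content by CellTiter-Glo luminescence.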
N370S GC mod: N370S glucocerebrosidase modulation, Gaucher chaperone candidate; 330,000 compounds, 0.092% hits; Potency, µM (doses to about 59.4 µM), for the others: at the top dose activity change, negative = inhibition, hits mostly inhibitors; N370S GC spleen homogenate, 4MU-glucoside fluorescence; P04062;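 also: 0% = full enzyme activity and -100% = no enzyme basal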
* marks the source's active call; other numbers are inactive results; ? = inconclusive; nt = not tested or not shown; & = joins results of further samples. Calls follow the shape of the dose curve; as a rule, active = well fitted curve in the direction sought with a large enough effect; inconclusive = small, poorly fitted or top-dose-only effect, or another doubt; inactive = no such curve, though single readings can be large; an effect the other way counts as inactive or inconclusive. Unless noted, % is scaled to controls: 0 for no effect and ±100 for the full control effect; potency is read from the fitted curve at half-maximal effect.

1	O=C(NNS(=O)(=O)c1ccccc1)c1ccc(O)cc1
2	COc1cccc(CNC(=O)Cn2c(SCC(=O)Nc3ccc(C)c(C)c3)nc3ccccc32)c1
3	C=CCNC(=O)c1ccc(C)cc1Cl
4	Cc1cccc(OCC(=O)N/N=C/c2cc([N+](=O)[O-])ccc2N2CCOCC2)c1
5	Cc1ccccc1NC(=S)NCc1ccc(Cl)cc1
6	COc1ccc(OC)c(CCNC(=O)c2ccc3c(c2)N(Cc2ccccc2)CCS3)c1
7	CC(NC(=O)c1ccccc1F)c1cccc2ccccc12 (stereo not drawn)
8	O=c1oc2ccc(Br)cc2cc1-c1csc(-c2ccc(Cl)cc2)n1
9	CCNc1nc(SC)nc(N(C#N)CC(=O)OC)n1
10	CC(C)(C)C(=O)N/C(N)=N/c1nc2ccccc2o1
Assay by compound	1	2	3	4	5	6	7	8	9	10
TDP1 cell CPT	-15.2%	?	-11.4%	20.6µM*	?	23.1µM*	?	4.3%	?	?
N370S GC mod	8.0%	nt	5.4%	?	-1.3%	25.7%	5.8%	nt	7.3%	-1.7%
FEN1 inh	6.6%	-1.5%	-9.4%	4.2%	-11.6%	-0.8%&-3.9%	6.7%	-2.0%	-11.4%	-14.7%

In the list so far, two have an aryl thioether with sulfur outside any ring.
2	COc1cccc(CNC(=O)Cn2c(SCC(=O)Nc3ccc(C)c(C)c3)nc3ccccc32)c1
9	CCNc1nc(SC)nc(N(C#N)CC(=O)OC)n1
Assay by compound	2	9
TDP1 cell CPT	?	?
N370S GC mod	nt	7.3%
FEN1 inh	-1.5%	-11.4%

Next section
11	Cc1ccc(-n2c3nc(=O)[nH]c(=O)c-3cc3c(C)nn(-c4ccccc4)c32)cc1Cl
12	CS(=O)(=O)c1ccc2nc(NC(=O)C3C4C=CC(C4)C3C(=O)O)sc2c1 (stereo not drawn)
13	COc1ccc(S(=O)(=O)Nc2cccnc2)cc1
14	CCOc1ccc(S(=O)(=O)NCc2cccnc2)c2ccccc12
15	COc1ccc(S(=O)(=O)N2CCN(C(=O)c3ccccn3)CC2)cc1
16	COc1cccc(-c2nc(NCc3ccc(OC)cc3OC)c3ccccc3n2)c1
17	COc1ccc(CCNC(=O)c2ccc3c(c2)CCN3S(=O)(=O)c2ccc(C)cc2)cc1
18	CCOC(=O)c1ccc(NC(=O)CC2C(=O)N(c3cccc(OC)c3)C(=O)N2Cc2cccnc2)cc1 (stereo not drawn)
19	COc1ccc(C2(C)NC(=O)N(CC(=O)N(c3ccccc3)C3CCS(=O)(=O)C3)C2=O)cc1 (stereo not drawn)
20	CCOC(Cn1cc([N+](=O)[O-])c(=O)[nH]c1=O)OCC
Assay by compound	11	12	13	14	15	16	17	18	19	20
TDP1 cell CPT	1.7%	-6.9%	-6.6%	-2.4%	11.9%	?	?	13µM*	0.9%	-17.0%
N370S GC mod	nt	5.6%	1.9%	-3.3%	0.2%	?	nt	nt	nt	nt
FEN1 inh	0.6%	-9.7%	1.6%	-15.1%	-1.2%	nt	-23.2%	-6.3%	-16.3%	-9.9%

21	O=c1[nH][nH]c2nc(C(F)(F)F)cc(C(F)(F)F)c12
22	O=C(COC(=O)CNC(=O)c1ccco1)NCc1ccc(F)cc1
23	COC(=O)C1CCN(C(=O)COC(=O)CCc2nc3ccccc3c(=O)[nH]2)CC1
24	CSc1ccc(CNC(=O)Cn2nc(C)c3c(C)n(-c4ccc(C)cc4)nc3c2=O)cc1
25	COc1cc(C)ccc1OCCOCCOc1ccccc1[N+](=O)[O-]
26	CCOc1ccc(NC(=O)c2ccc(F)c(S(=O)(=O)N(Cc3ccc(C(=O)OC)cc3)Cc3ccc(OC)c(OC)c3)c2)cc1
27	COc1ccc(N2C(=O)C(CC(=O)O)S/C2=C\C(C)=O)cc1 (stereo not drawn)
28	O=c1c2oc3ccccc3c2n(Cc2cccc(F)c2)c(=O)n1Cc1ccc2c(c1)OCO2
29	COc1cccc(N(CC(=O)N2CCOCC2)S(C)(=O)=O)c1
30	Cc1cccc(N2CCN(S(=O)(=O)c3cc(C(=O)Nc4ccccc4Cl)ccc3F)CC2)c1C
Assay by compound	21	22	23	24	25	26	27	28	29	30
TDP1 cell CPT	-0.8%	3.4%	-16.2%	-11.6%	?	-24.4%	-0.9%	-28.9%	-11.4%	?
N370S GC mod	-0.4%	-4.2%	0.5%	1.0%	3.5%	nt	1.5%	nt	1.6%	nt
FEN1 inh	-8.7%	4.4%	-1.3%	23.1%	-13.7%	13.5%	19.7%	12.5%	0.8%	-1.7%

31	COc1ccc(C(=O)N2CC(=O)Nc3ccc(C)cc3C2c2ccc(F)cc2)c(OC)c1 (stereo not drawn)
32	COc1ccc(CN(Cc2cc3ccc(C)cc3[nH]c2=O)Cc2nnnn2C2CCCC2)cc1
33	O=C(Nc1ccccc1-c1nnn(CC(=O)N2CCCc3ccccc32)n1)c1ccc(Cl)cc1
34	Cc1c(Cl)cccc1NS(=O)(=O)c1c(C(=O)N2CCOCC2)c(C)n(C)c1C
35	CC(C(=O)NC1C=CS(=O)(=O)C1)N1C(=O)/C(=C\c2ccccc2)SC1=S (stereo not drawn)
36	Cc1c(C(=O)Nc2ccccc2Br)oc2ccc(S(=O)(=O)N3CCCCCC3)cc12
37	COc1cc(/C=C(\NC(=O)c2ccccc2)C(=O)Nc2nccs2)ccc1OC(C)=O
38	CCOC(=O)CCNC(=O)N1CCCC(CNS(=O)(=O)c2cccs2)C1 (stereo not drawn)
39	CCOC(=O)c1cc(CC)sc1NC(=O)Cc1ccsc1
40	CC(C)[C@H](NC(=O)N1CC(=O)Nc2ccccc21)C(=O)N1CCC[C@@H]1C(=O)O
Assay by compound	31	32	33	34	35	36	37	38	39	40
TDP1 cell CPT	20.6µM*	?	?	-7.4%	?	?	-23.3%	-1.7%	?	-7.0%
N370S GC mod	nt	7.0%	8.8%	3.5%	?	nt	-0.6%	7.2%	?	-8.5%
FEN1 inh	-20.0%	8.2%	5.2%	13.4%	7.8%	-11.6%	4.9%	-11.0%	1.4%	-2.2%

41	CC(C)(C)OC(=O)C(Cc1ccc(OC(C)(C)C)cc1)NC(=O)CNC(=O)OCc1ccccc1 (stereo not drawn)
42	COC(C/C=C/[C@H](O)[C@H](C)OCc1ccccc1)OC
43	Cc1ccc(C)c(N2CCN(CC(=O)Nc3ccc([N+](=O)[O-])cc3C(=O)Nc3ccccc3F)CC2)c1
44	NS(=O)(=O)c1ccc(CCNC(=O)COC(=O)CCSc2ccc(Cl)cc2)cc1
45	Fc1ccccc1OCC1CCCN(Cc2nc(CC3CC3)no2)C1 (stereo not drawn)
46	O=C(NCCN1CCN(C(=O)c2cccc([N+](=O)[O-])c2)CC1)C(=O)NCc1ccc(Cl)cc1
47	O=C(CSc1nnc(-c2ccc(O)cc2)o1)NNC(=O)c1ccncc1
48	COC(=O)c1ccc(NC(=O)CCS(=O)(=O)c2ccc(C)cc2)cc1
49	O=C(c1cc2cc([N+](=O)[O-])ccc2oc1=O)N1CCN(C2CCCCC2)CC1
Assay by compound	41	42	43	44	45	46	47	48	49
TDP1 cell CPT	16.4µM*	-2.0%	?	-3.3%	-12.6%	?	9.0%	-21.1%	0.4%
N370S GC mod	1.0%	nt	-15.9%	15.2%	5.3%	1.7%	-11.9%	-0.5%	12.2%
FEN1 inh	-3.4%	19.6%	8.6%	-10.7%	7.6%	-1.2%	-1.7%	-2.7%	-6.3%

Among those listed so far, these contain a Cl atom.
3	C=CCNC(=O)c1ccc(C)cc1Cl
5	Cc1ccccc1NC(=S)NCc1ccc(Cl)cc1
8	O=c1oc2ccc(Br)cc2cc1-c1csc(-c2ccc(Cl)cc2)n1
11	Cc1ccc(-n2c3nc(=O)[nH]c(=O)c-3cc3c(C)nn(-c4ccccc4)c32)cc1Cl
30	Cc1cccc(N2CCN(S(=O)(=O)c3cc(C(=O)Nc4ccccc4Cl)ccc3F)CC2)c1C
33	O=C(Nc1ccccc1-c1nnn(CC(=O)N2CCCc3ccccc32)n1)c1ccc(Cl)cc1
34	Cc1c(Cl)cccc1NS(=O)(=O)c1c(C(=O)N2CCOCC2)c(C)n(C)c1C
44	NS(=O)(=O)c1ccc(CCNC(=O)COC(=O)CCSc2ccc(Cl)cc2)cc1
46	O=C(NCCN1CCN(C(=O)c2cccc([N+](=O)[O-])c2)CC1)C(=O)NCc1ccc(Cl)cc1
Assay by compound	3	5	8	11	30	33	34	44	46
TDP1 cell CPT	-11.4%	?	4.3%	1.7%	?	?	-7.4%	-3.3%	?
N370S GC mod	5.4%	-1.3%	nt	nt	nt	8.8%	3.5%	15.2%	1.7%
FEN1 inh	-9.4%	-11.6%	-2.0%	0.6%	-1.7%	5.2%	13.4%	-10.7%	-1.2%

The list is partial; rates above refer to the full screens.
